GCN5L2 inh – inhibitors of human GCN5L2 histone acetyltransferase. Q92830. GCN5L2 HAT assay, ThioGlo1 CoA-SH fluorescence. Potency, µM (titrated, usually from 58.9 µM), for inactives: top-dose activity change, negative = inhibition, actives largely listed as inhibitors. 390,000 compounds, 0.21% hits. AID 504327
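Free CoA generated was detected with ThioGlo1 (50uM) fluorescence at Ex340nm/Em540nm, read immediately and after 20 min at room temperature. Enzyme, 20 nM in HEPES pH 7.5 buffer, saw compounds 15 min before adding 75uM H3(1-25) peptide and 70uM acetyl-CoA.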
N370S GC mod – N370S glucocerebrosidase modulation, Gaucher chaperone candidate. P04062. N370S GC spleen homogenate, 4MU-glucoside fluorescence. Potency, µM (doses to about 59.4 µM), inactives show top-dose activity change, negative = inhibition, most hits filed as inhibitors. 330,000 compounds, 0.092% hits;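 further: 0% = full enzyme activity and -100% = no enzyme basal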
FEN1 inhibitor – human FEN1 inhibition; Recombinant FEN1 flap cleavage, fluorescence, 15 min; Potency, µM (titrated, usually from 114 µM), inactives show at the highest dose activity change, negative = inhibition, hits mostly inhibitors; 390,000 compounds, 0.35% hits; further: nearly all actives have a fitted effect of over 65% in size
Target sequence (P39748 whole entry, looked up): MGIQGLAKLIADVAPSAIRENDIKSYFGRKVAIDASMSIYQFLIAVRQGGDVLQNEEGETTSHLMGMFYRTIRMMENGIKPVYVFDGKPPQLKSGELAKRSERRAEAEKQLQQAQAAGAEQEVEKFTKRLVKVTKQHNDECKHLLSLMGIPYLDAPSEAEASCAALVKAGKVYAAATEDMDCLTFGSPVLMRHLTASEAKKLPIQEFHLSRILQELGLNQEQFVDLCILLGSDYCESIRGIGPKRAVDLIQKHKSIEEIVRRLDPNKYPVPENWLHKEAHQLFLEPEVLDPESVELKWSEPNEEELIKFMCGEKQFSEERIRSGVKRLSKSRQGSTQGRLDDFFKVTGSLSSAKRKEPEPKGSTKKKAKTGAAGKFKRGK
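Recombinant FEN1 (10 nM) was preincubated with pin-transferred compounds for 15 min at room temperature, then flap DNA substrate (50 nM final) was added. Plates were read at 0 and 15 min, and normalized concentration–response data were fitted to a four-parameter Hill equation.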
Starred values were filed as active, the others as inactive; ? = inconclusive; . = no result given; & = joins results of further samples; [ ] = another dose, or the depositor's remark. The call rests on the fitted dose curve; in most records, active means well fitted curve in the direction sought with a large enough effect; inconclusive means small, poorly fitted or top-dose-only effect, or another doubt; inactive means no such curve, though single readings can be large; an effect the other way counts as inactive or inconclusive. Unless noted, on the % scale 0 is the no-effect control and ±100 the full control effect; potency means the concentration at half of the fitted maximal effect.

SMILES	GCN5L2 inh	N370S GC mod	FEN1 inhibitor
COc1ccc(CN(C)C(=O)c2ccc(OCC(=O)N3CCOCC3)c(OC)c2)cc1	-3%	.	0%
CC1=NCCN1S(=O)(=O)c1ccc(Br)c(C)c1	-6%	5%	-1%
CCOc1ccc2nc(SCC(=O)NC3CCCc4ccccc43)sc2c1 (stereo not drawn)	3%	-9%	-4%
CCC(=O)Nc1ccc(C(=O)COC(=O)CCN2C(=O)C3CC=CCC3C2=O)cc1 (stereo not drawn)	-2%	3%	-3%
Cn1cc(/C=C(\NC(=O)c2ccccc2)C(=O)NCCN2CCOCC2)c2ccccc21	?	-13%	17%
CCn1cc(C(=O)NCCc2ccc(OC)c(OC)c2)c(=O)c2cc(S(=O)(=O)N3CCCCCC3)ccc21	7%	.	1%
CC(C)c1ccc(NC(=O)CSc2nc3ccccc3nc2Cc2ccccc2)cc1	-8%	.	-9%
CC(C)N1C(=O)CC(Nc2cccc3cccc(N)c23)C1=O (stereo not drawn)	-12%	-5%	8%
O=C(NCc1ccccc1Cl)C1CCCN(c2ncnc3c2nc2n3CCCCC2)C1 (stereo not drawn)	29%	24%	3%
Cc1nc(Nc2cccc(C(C)O)c2)c2nnn(Cc3ccccc3F)c2n1 (stereo not drawn)	-3%	-2%	7%
Cc1ccc(-c2nc3ccc([N+](=O)[O-])cc3[nH]2)cc1	-3%	4%	?
O=C(CC1C(=O)N(c2ccccc2)C(=O)N1Cc1ccc2c(c1)OCO2)Nc1ccccc1 (stereo not drawn)	1%	.	-1%
Cc1cc(Cl)ccc1OCCNC(=S)NC(=O)c1cccnc1	-13%	-8%	49%[activator]
NC(=O)CCC(=O)N1CCCC(C(=O)c2ccc(C(F)(F)F)cc2)C1 (stereo not drawn)	-7%	-4%	-5%
Cc1ccc(S(=O)(=O)N/N=C/c2ccc(C#N)cc2)cc1	25%	2%	-4%
CCc1ccc(S(=O)(=O)N2CCN(C(=O)C3CCN(C(C)=O)CC3)CC2)cc1	-15%	-11%	-7%
Cc1ccc(-c2cc(-c3ccco3)c3c(N)c(C(=O)NN)oc3n2)cc1	-20%	30%	?
CN(c1ccc([N+](=O)[O-])cc1C(=O)Nc1ccccc1)C1CCCCC1	0%	-11%	2%
Cc1noc(C)c1CSCC(=O)N(C)CC(=O)Nc1ccc(F)c(F)c1F	-2%	0%	0%
COC(=O)c1cn(CC(=O)N2CCCCCC2)c2ccccc12	-13%	5%	-10%
COC(=O)[C@@H]1C[C@@H](C(=O)O)[C@H](C)C1(C)C	-22%	-3%	0%
Cc1cc(C)cc(NC(=O)Cn2cc(C(=O)c3cccs3)c3ccccc32)c1	0%	.	-23%
CC1CCc2[nH]c3ccc(C(=O)N(C)CC(=O)Nc4ccc(F)cc4)cc3c2C1 (stereo not drawn)	-17%	1%	-6%
CC(=O)c1cc(CC=C(C)C)c(O)cc1O	-10%	-2%	12%
COc1ccc(C)cc1NC(=O)COC(=O)c1ccccc1SCC(=O)N1CCCC1	-8%	5%	6%
O=C1NCCCCC1NS(=O)(=O)c1ccc(F)c(F)c1 (stereo not drawn)	-8%	3%	2%
Cc1cc(NC(=O)CSc2ccc3nnc(CCNS(=O)(=O)c4ccccc4)n3n2)no1	-4%	-10%	2%
CCN(C[C@H]1N[C@@](C)(C(=O)OC)[C@H]2C(=O)N(C)C(=O)[C@@H]12)S(=O)(=O)c1ccccc1	2%	.	-4%
O=C(O)COc1ccc(/C=N/NC(=O)c2cccc3ccccc23)cc1	-2%	4%	0%
COc1cc(/C=C(\C#N)c2nc3ccccc3[nH]2)ccc1O	-20%	-17%	?
O=C1CCC[C@@H]2Cc3[nH]c4c(Cl)ccc(Cl)c4c3[C@@H]3CCN1[C@H]23	1%	6%	-12%
Cc1ccc2cccc(OCCCOc3ccccc3F)c2n1	-2%	-4%	-4%
CCS(=O)(=O)NCCc1cc2ccc(C)cc2[nH]c1=O	-11%	3%	0%
O=C(Cn1cc2c(n1)CCCCC2)NCCCN1CCOCC1	3%	1%	2%
Cc1ccc(C(=O)COC(=O)CNS(=O)(=O)c2ccc(C)cc2)cc1	-9%	0%	3%
C/C(=N/Oc1nc(C)cc(C)n1)c1ccccc1	-1%	13%	-6%
COc1ccccc1C(=O)Nc1ccnn1C1CCN(CCC(C)c2ccc(C)o2)CC1 (stereo not drawn)	-1%	-3%	15%
Cc1ccc(NC(=O)CN2C(=O)NC(C)(CC(C)C)C2=O)c(Br)c1 (stereo not drawn)	2%	.	4%
CCN1CCCC1CNC(=O)c1cn(CC)c2ccc(S(=O)(=O)N3CCCCCC3)cc2c1=O (stereo not drawn)	-7%	-28%	.
Cc1c(OC(C)C(=O)NCCN2CCOCC2)ccc2c3c(c(=O)oc12)CCC3 (stereo not drawn)	-5%	-12%	17%
CCc1nc2nc(C)c(NS(=O)(=O)c3ccc(CC(C)C)cc3)c(=O)n2[nH]1	-7%	-10%	3%
CCSCc1nnc(SCC(=O)Nc2ccc(F)cc2)n1CC	6%	16%	-4%
N#C/C(=C\c1ccc(Cl)cc1)C(=O)NCC1CCCO1 (stereo not drawn)	-7%	.	-14%
CCCn1cc(S(=O)(=O)c2ccc(C)cc2)c(=O)c2cc(OC)c(OC)cc21	-5%&0%	1%	-8%&2%
N/C(=N\OC(=O)c1ccc(Cl)cc1Cl)c1cccnc1	-1%	10%	-10%
O=C(CSc1nccn1Cc1ccc(F)cc1)NCc1ccc(F)cc1	-17%	.	-3%
COCCCNc1nc2c(-c3cccc(Br)c3)nnn2c2ccccc12	-11%	.	-11%
Cc1ccc(NC(=O)c2cc(NC(=O)/C=C\C(=O)O)ccc2N2CCCCC2)cc1	-10%	?	-20%
OCCC1CN(Cc2cccc3nccnc23)CCN1Cc1ccc(F)cc1 (stereo not drawn)	0%	5%	-7%
COc1ccc(CCNC(=O)CSc2nnc(CNC(=O)c3cccs3)o2)cc1OC	1%	2%	1%
COc1cccc(NS(=O)(=O)c2ccc3[nH]cc(C(=O)NCCc4ccccc4)c(=O)c3c2)c1	-4%	.	1%
O=C(c1ccco1)N1CCN(C(=O)C2CC(c3ccc(Cl)cc3)=NO2)CC1 (stereo not drawn)	0%	5%	-12%
O=C(COC(=O)CNS(=O)(=O)c1cccc(Br)c1)Nc1ccccc1Sc1ccccc1	-8%	5%	-2%
CCN(CCn1cccn1)C(=O)c1ccc2nc(Cc3ccc(OC)cc3)oc2c1	-3%	-6%	-4%
CNC(=S)N/N=C/c1cn(Cc2ccc(F)cc2)c2ccccc12	-12%	3%	3%
CCCCN(C)C(=O)c1ccc2c(c1)S(=O)(=O)c1ccccc1C2=O	-2%	-15%	-3%
CC(=O)Nc1ccc(S(=O)(=O)Nc2ccc3c(c2)CCC3)cc1	-4%	-20%	-12%
CC12c3ccccc3C(c3ccccc31)C1C(=O)N(Cc3cccnc3)C(=O)[C@H]12 (stereo partly drawn)	-10%	-2%	4%
COc1ccc(CNC(=O)CSCc2ccc(C)cc2)c(OC)c1	-1%	.	15%
CC(=O)c1c(C)[nH]c(C(=O)OCC(=O)Nc2cccc(S(=O)(=O)N(C)C)c2)c1C	-7%	-23%	-4%

Following part.
SMILES	GCN5L2 inh	N370S GC mod	FEN1 inhibitor
COc1cc(OC)cc(-c2c(C#Cc3ccsc3)c3cc(-c4cccc5[nH]cc(C=O)c45)ccc3n2C)c1	-5%	.	-4%
COc1ccc(NC(=O)CN(C)CC(=O)Nc2ccc(Cl)c(S(=O)(=O)N(C)C)c2)cc1	-10%	-3%	-2%
COc1ccc(CNC(=O)C2CC(c3ccc(C(F)(F)F)cc3)=NO2)cc1 (stereo not drawn)	35%[activator]	1%	-8%
CCOc1ccc(N2CC(C(=O)NC(C)C)CC2=O)cc1 (stereo not drawn)	1%	2%	-1%
COc1ccccc1C/C(N)=N/OC(=O)c1ccco1	-1%	-1%	16%
Cc1cc(C)c(S(=O)(=O)c2ccc(Cl)cc2)c(Cl)n1	-8%	3%	-11%
O=S(=O)(NCc1cccnc1)c1ccc(Cl)c(Cl)c1Cl	-5%	-15%	-2%
COCCCNC(=O)c1c(NC(=O)Cc2coc3c(C)c(C)ccc23)sc2c1CCCC2	-7%	.	-15%
CCN1CCN(Cc2c(C)[nH]c3ccc(C(=O)OC)cc3c2=O)CC1	?	1%	-3%
O=C(c1ccccc1)c1cc(F)c(N2CCOCC2)cc1Cl	-5%	4%	-6%
C=CCOc1ccc(Cl)cc1CNC1CCCC1	-2%	-6%	24%
Cc1ccccc1Cn1c(CN2CCC(C(=O)NCc3ccc(Cl)cc3)CC2)cc2ccccc21	-5%	.	14%
Cc1cc2nc(-c3ccc(SCC(=O)N4CCOCC4)nc3)[nH]c2cc1C	-4%	27%	-1%
COc1cc(C(CC(=O)Nc2ncccc2C)N2Cc3ccccc3C2=O)cc(OC)c1OC (stereo not drawn)	-6%&5%	-11%	17%&1%
Cc1ccc(S(=O)(=O)N2CCOCC2)cc1NC(=O)COC(=O)c1cncc(Br)c1	-3%	.	-10%
Cc1ccc(NC2(C#N)C(=O)Nc3ccccc32)cc1C (stereo not drawn)	-3%	-6%	0%
CCc1ccccc1Nc1nc2ccccc2n1C(C)C	?	1%	10%
CNS(=O)(=O)c1cn(CC(=O)NCc2ccc(F)cc2)cc1S(=O)(=O)NC	-9%	-19%	-3%
CCOc1ccc(Nc2c(S(=O)(=O)c3ccc(C)cc3)cnc3cc(OC)c(OC)cc23)cc1	-15%	.	-16%
CC(Oc1ccc2ccccc2c1)C(=O)NNC(=O)Nc1ccccc1F (stereo not drawn)	-8%	4%	-9%
Cc1cc(NC(=O)c2c(F)cccc2Cl)n(-c2nc3ccccc3[nH]2)n1	-18%	0%	6%
COc1cccc(Cn2c(=O)sc3ccccc3c2=O)c1	-6%	24%	-13%
O=C(CCCOC(=O)c1ccc(O)cc1O)c1ccc(Br)cc1	-12%	-8%	-27%
Nn1c(SCC(=O)N2CCCCCC2)nnc1-c1ccco1	1%	.	-6%
CCOC(=O)Cc1csc(NC(=O)/C=C/c2ccccc2Cl)n1	-5%	-5%	-1%
O=c1c(NCCc2ccc(Cl)cc2)nccn1-c1ccccc1	15%	.	-2%
O=C(NCc1cccc(Cl)c1)C(=O)Nc1ccc2nc3n(c(=O)c2c1)CCCCC3	-6%	.	2%
CC1CCCC(NC(=O)CSc2ncccc2C(=O)O)C1C (stereo not drawn)	-6%	6%	8%
COC(=O)C1=C(C)N(c2ccccc2)/C(=C/c2cccs2)C1=O	-7%	13%	5%
COc1ccc(-c2noc(CCC(=O)NC3CCCCC3)n2)cc1	0%	-6%	-11%
COc1ccc(C2=NN(CCC(=O)NCCc3ccccc3)C(=O)CC2)cc1	-6%	.	13%
CCCN(CC1COc2ccccc2O1)C(=S)Nc1ccc(C)cc1 (stereo not drawn)	-8%	4%	-14%
O=C(CCN1CCC(c2ccccc2)C1)c1ccccc1 (stereo not drawn)	-6%	11%	-16%
O=C(CN(Cc1ccccc1)S(=O)(=O)c1ccc(Br)cc1)NCc1ccco1	-8%	2%[12.8 µM]	-20%
Cc1ccc(NC(=O)c2ccc(F)c(S(=O)(=O)N3CCc4ccccc4C3)c2)cc1F	0%	.	11%
Cc1ccc(S(=O)(=O)Nc2cccc(-c3ccc(N4CCCCCC4)nn3)c2)cc1C	-8%	-10%	6%

Structures listed so far that contain an aryl thioether with sulfur outside any ring (11):
SMILES	GCN5L2 inh	N370S GC mod	FEN1 inhibitor
CCOc1ccc2nc(SCC(=O)NC3CCCc4ccccc43)sc2c1 (stereo not drawn)	3%	-9%	-4%
CC(C)c1ccc(NC(=O)CSc2nc3ccccc3nc2Cc2ccccc2)cc1	-8%	.	-9%
COc1ccc(C)cc1NC(=O)COC(=O)c1ccccc1SCC(=O)N1CCCC1	-8%	5%	6%
Cc1cc(NC(=O)CSc2ccc3nnc(CCNS(=O)(=O)c4ccccc4)n3n2)no1	-4%	-10%	2%
CCSCc1nnc(SCC(=O)Nc2ccc(F)cc2)n1CC	6%	16%	-4%
O=C(CSc1nccn1Cc1ccc(F)cc1)NCc1ccc(F)cc1	-17%	.	-3%
COc1ccc(CCNC(=O)CSc2nnc(CNC(=O)c3cccs3)o2)cc1OC	1%	2%	1%
O=C(COC(=O)CNS(=O)(=O)c1cccc(Br)c1)Nc1ccccc1Sc1ccccc1	-8%	5%	-2%
Cc1cc2nc(-c3ccc(SCC(=O)N4CCOCC4)nc3)[nH]c2cc1C	-4%	27%	-1%
Nn1c(SCC(=O)N2CCCCCC2)nnc1-c1ccco1	1%	.	-6%
CC1CCCC(NC(=O)CSc2ncccc2C(=O)O)C1C (stereo not drawn)	-6%	6%	8%

Other entries follow:
SMILES	GCN5L2 inh	N370S GC mod	FEN1 inhibitor
OC(COc1c(Br)cc(Br)cc1Br)CN1CCOCC1 (stereo not drawn)	-3%	-20%	1%
CCCOC(=O)c1[nH]c2c(c1C)C(=O)CC(c1cc(OC)c(OC)c(OC)c1)C2 (stereo not drawn)	-5%	?	-2%
COc1cccc(CNc2ncnc3cc(Cl)ccc23)c1	-2%	1%	13%
CCc1ccc(CN(C)CCc2ccccn2)cc1	-15%	2%	-4%

Screening data from PubChem BioAssay.
